EPAC2 agonist: EPAC2 (human) agonism; Q8WZA2; EPAC2 activation, biochemical qHTS; response scale: 100% = 6.5 mM cAMP response; Potency, µM (highest dose often 154 µM), for the others: top-dose activation, most hits filed as activators; actives 0.079% (n = 360,000); further: potency means the concentration at half of the fitted maximal effect; nearly all actives have a fitted effect of over 50% in size
Target sequence (Q8WZA2 whole entry, looked up): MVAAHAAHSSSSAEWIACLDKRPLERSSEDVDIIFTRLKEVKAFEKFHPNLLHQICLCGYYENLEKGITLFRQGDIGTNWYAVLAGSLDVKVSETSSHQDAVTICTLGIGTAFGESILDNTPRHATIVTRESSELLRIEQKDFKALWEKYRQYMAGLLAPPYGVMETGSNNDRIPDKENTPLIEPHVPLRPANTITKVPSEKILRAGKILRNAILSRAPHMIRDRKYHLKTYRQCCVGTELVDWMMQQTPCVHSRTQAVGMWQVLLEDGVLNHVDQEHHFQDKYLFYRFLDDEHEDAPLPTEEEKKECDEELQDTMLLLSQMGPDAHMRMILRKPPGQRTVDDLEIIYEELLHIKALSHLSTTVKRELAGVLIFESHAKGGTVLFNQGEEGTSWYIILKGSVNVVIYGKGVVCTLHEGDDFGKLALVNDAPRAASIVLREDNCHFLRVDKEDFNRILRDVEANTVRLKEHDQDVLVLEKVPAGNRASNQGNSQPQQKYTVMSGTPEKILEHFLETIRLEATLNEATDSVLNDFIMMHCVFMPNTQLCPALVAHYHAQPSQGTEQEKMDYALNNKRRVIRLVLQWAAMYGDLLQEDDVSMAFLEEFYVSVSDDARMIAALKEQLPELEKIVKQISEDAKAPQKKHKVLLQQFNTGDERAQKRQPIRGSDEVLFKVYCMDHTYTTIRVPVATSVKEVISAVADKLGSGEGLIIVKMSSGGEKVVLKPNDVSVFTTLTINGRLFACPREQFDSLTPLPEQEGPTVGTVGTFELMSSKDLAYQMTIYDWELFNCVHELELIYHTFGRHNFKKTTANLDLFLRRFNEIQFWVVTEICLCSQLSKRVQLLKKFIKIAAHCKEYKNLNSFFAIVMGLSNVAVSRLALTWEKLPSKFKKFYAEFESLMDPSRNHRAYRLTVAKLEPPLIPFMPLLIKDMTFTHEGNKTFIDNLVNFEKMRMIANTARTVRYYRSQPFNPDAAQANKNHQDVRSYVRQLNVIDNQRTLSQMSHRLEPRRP
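Nucleotide exchange monitored as fluorescence drop when BODIPY-GDP leaves Rap1B. Reaction: 100 nM EPAC2, 250 nM RAP1B-BODIPY-GDP, 50 uM GDP, room temperature, kinetic read over 30 min. Activity expressed relative to 6.5 mM cAMP.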
A549 viability: kills or reduces viability of A549 cells in Nrf2 counter-screen; A549 ARE-Fluc cells, CellTiter-Fluor viability, 18-24 h; Potency, µM (doses to about 46 µM), for inactives: at the top dose activity change, negative = cytotoxicity, most hits filed as inhibitors; actives 0.16% (n = 390,000); AID 504648; further: potency means the concentration at half of the fitted maximal effect; on the % scale 0 is the no-effect control and ±100 the full control effect
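A549 ARE-Fluc cells in 5% FBS OPTI-MEM, 5000 cells/well, rested 2 h then exposed to compounds in concentration-response for 18-24 h at 37 °C. Viability by CellTiter-Fluor fluorescence (Ex 405/Em 525) after 30 min; luciferase luminescence (BugLite, 15 min, RT) read afterwards.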
CCT modulator: modulators of cytosolic chaperonin (CCT/TRiC) activity; purified chaperonin ATPase assay, HTRF ADP detection, 30 min; activity change, % (no concentration beside the values), hits read low; actives 0.3% (n = 360,000); AID 651819; in the data active means activity change below about -30%; further: on the % scale 0 is the no-effect control and ±100 the full control effect
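Enzyme 40 or 20 nM (batch-dependent) in Tris pH 7.4/KCl/MgCl2/DTT; cpd 76 uM single point; ATP 10 uM; 30 min 37 °C; Transcreener ADP HTRF detection, 30 min RT; ratio 665/615.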
Mm-Cpn inhibitor: blocks the Methanococcus maripaludis chaperonin Mm-Cpn; AID 504842; Potency, µM (titrated, usually from 76.9 µM), inactives show at the top dose activity, negative = inhibition, most hits filed as inhibitors; purified Mm-Cpn ATPase, ADP Transcreener TR-FRET; actives 0.031% (n = 330,000); further: potency means the concentration at half of the fitted maximal effect; on the % scale 0 is the no-effect control and ±100 the full control effect; nearly all actives have a fitted effect of over 80% in size
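ATP (10 uM final) was added to archaeal chaperonin (25 nM final) after 10 min exposure to test compound at 37°C; after 30 min further incubation, ADP was detected by competitive TR-FRET.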
Nrf2 inh: inhibitors of Nrf2 signaling | A549 ARE-Fluc reporter, luciferase luminescence, 18-24 h | Potency, µM (titrated, usually from 46 µM), for inactives: at the top dose activity change, negative = inhibition, actives largely listed as inhibitors | actives 2.1% (n = 360,000) | AID 504444; further: potency means the concentration at half of the fitted maximal effect; on the % scale 0 is the no-effect control and ±100 the full control effect; nearly all actives have a fitted effect of over 60% in size
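A549 ARE_Fluc cells, 5000/well, 5% FBS OPTI-MEM; compounds in dose-response, 18-24 h at 37 °C/5% CO2; CellTiter-Fluor viability read (Ex 405/Em 525), then BugLite luciferase luminescence = Nrf2 activity.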
EPAC2 antagonist: EPAC2 (human) antagonism; Q8WZA2; EPAC2 GEF exchange of Rap1B-BODIPY-GDP, fluorescence; Potency, µM (titrated, usually from 114 µM), without a hit: at the highest dose activity, negative = inhibition, usual class: inhibitors; actives 0.18% (n = 360,000); further: potency means the concentration at half of the fitted maximal effect; on the % scale 0 is the no-effect control and ±100 the full control effect; nearly all actives have a fitted effect of over 45% in size; many of its hits are not listed in these tables
Nrf2 activator: Nrf2 pathway activation | Potency, µM (highest dose often 46.1 µM), for inactives: top-dose activation, actives largely listed as activators | actives 0.31% (n = 410,000) | AREc32 ARE-luciferase reporter (MCF7-derived line), luminescence, 24 h; further: potency means the concentration at half of the fitted maximal effect; % of control where 0% means no effect; nearly all actives have a fitted effect of over 65% in size
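Quantitative high-throughput format: AREc32 reporter cells, 1000 per well, received compound by pin transfer and were incubated 24 hr at 37 deg C, 5% CO2, before Steady-Glo luminescence detection.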
TGFb SMAD3 inh: TGF-b pathway inhibition; HepG2 CAGA-GFP TGF-b/SMAD3 reporter, GFP fluorescence, 18 h; TGF-beta stimulated, 500 pg/mL final; Potency, µM (doses to about 46.1 µM), for inactives: at the top dose activity, negative = inhibition, hits mostly inhibitors; actives 1.2% (n = 410,000); further: potency means the concentration at half of the fitted maximal effect; on the % scale 0 is the no-effect control and ±100 the full control effect; nearly all actives have a fitted effect of over 65% in size
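Per well, imaged GFP fluorescence of HEPG2 CAGA-GFP cells gives the signal; cells get compound, then TGF-beta (500 pg/mL final), 18 h at 37 degrees C; %Activity versus -TGF-beta and +DMSO controls.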
Akt phos inh: blocks phosphorylation of Akt | Neuro2A IGF-stimulated pAkt S473 HTRF, 20 min; active compounds read low | actives 0.32% (n = 360,000) | activity change, % for hits at 50 µM; in the data active means activity change below about -80%; inconclusive means mostly about -51% to -80%; further: on the % scale 0 is the no-effect control and ±100 the full control effect
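Neuro2A cells (4,500/well, DMEM with 0.5% FBS) were treated with compound at a single 50 µM final concentration, stimulated with 6 nM IGF for 20 min at 37 °C, and lysed. Phospho-Akt Ser473 was read by HTRF as 665/615 ratio ×10^4.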
* marks the source's active call; other numbers are inactive results; i = inactive; ? = inconclusive; / = no result given; & = joins results of further samples; [ ] = dose if it differs, or a comment. Unless noted, the call rests on the fitted dose curve; in most records, active means well fitted curve in the direction sought with a large enough effect; inconclusive means small, poorly fitted or top-dose-only effect, or another doubt; inactive means no such curve, though single readings can be large; an effect the other way counts as inactive or inconclusive. Not all compounds are listed. The share of hits here may be higher or lower than overall.

structure,EPAC2 agonist,A549 viability,CCT modulator,Mm-Cpn inhibitor,Nrf2 inh,EPAC2 antagonist,Nrf2 activator,TGFb SMAD3 inh,Akt phos inh
Cc1nc2ccc(NC(=O)c3nn(C(C)C)c(=O)c4ccccc34)cc2s1,9%,-6%,-0.6,2%,-27%,0%,3.0%,4%,i
COc1ccccc1-c1nnc2sc(COc3ccc(F)cc3)nn12,2%,?,-2.0,-4%,-12%,-2%,0.3%,3%,i
Cc1ccc(N(CC(=O)Nc2ccc(-c3nc4ccc(C)cc4s3)cc2)S(C)(=O)=O)cc1,3%,-1%,-40*,?,?,9%,5.1%,?,i
COCCNC(=O)C(c1cccc(OC)c1)N(C(=O)Cn1nnc2ccccc21)c1cccnc1 (stereo not given),0%,-8%,-2.0,2%,-2%,3%,-0.2%,-2%,i
Cn1ncc(Cl)c(Oc2ccc(Cl)cc2)c1=O,1%,-5%,0.7,-6%,18%,5%,?,?,i
CCn1c(C(C)NC(=O)Cc2ccccc2)nc2ccccc21 (stereo not given),6%,13%,-1.5,-1%,2%,-15%,1.2%,-3%,i
CCS(=O)(=O)c1ccc2oc(Nc3ccccc3Br)nc2c1,-3%,-8%,-0.3,1%,-4%,4%,-0.4%,10%,i
CC(C)CNC(=O)c1c(F)c(F)c(F)c(F)c1F,1%,-13%,-1.9,-2%,?,13%,-0.4%,18%,i
CCCCSc1nnc(CCCCCNC(=O)OC(C)(C)C)o1,9%,/,-0.8,-1%,-5%,-11%,-0.5%,0%,i
C=CCn1cc(C(=O)NCc2ccc3c(c2)OCO3)c(=O)c2cc(S(=O)(=O)N(CC)CC)ccc21,-7%,2%,-0.5,-5%,?,-7%,3.2%,?,i
COc1ccc([N+](=O)[O-])cc1NC(=O)C(C)OC(=O)Cn1[nH]c(=O)c2ccccc2c1=O (stereo not given),2%,0%,0.0,1%,-2%,15%,2.0%,-19%,i
O=C(CCn1ccc2cc(S(=O)(=O)N3CCCC3)ccc21)NCCc1ccccc1,-2%,-5%,-1.7,3%,2%,-5%,-0.3%,-15%,i
COCC(C)n1c(C)cc(C(=O)Cn2nc(C(=O)O)c3ccccc3c2=O)c1C (stereo not given),-10%,0%,0.3,1%,-14%,-7%,2.0%,-4%,i
CCOP(=O)(OCC)/C(C#N)=C/c1c[nH]c2ccccc12,-7%,1%,1.1,1%,0%,?,-0.6%,-3%,i
CCOc1ccc(OCC(=O)OCC(=O)N2CCN(C(=O)c3ccco3)CC2)cc1,-3%,4%,-0.4,-4%,-3%,-8%,0.9%,-20%,i

Next section
structure,EPAC2 agonist,A549 viability,CCT modulator,Mm-Cpn inhibitor,Nrf2 inh,EPAC2 antagonist,Nrf2 activator,TGFb SMAD3 inh,Akt phos inh
O=C(Nc1ccc(OC(=O)c2cccs2)cc1)c1ccco1,5%,-5%,-1.0,-7%,12%,11%,1.8%,0%,i
O=C(CSc1nc2ccccc2c(=O)n1CC1CCCO1)NCc1ccccc1 (stereo not given),5%,0%,1.7,-1%,-9%,2%,-0.1%,-5%,i
Cc1c2cnn(CC(=O)N3CCN(c4ccccc4)CC3)c(=O)c2c(C)n1Cc1ccccc1Cl,/,7%,/,/,?,/,-0.1%,-17%,/
CCSc1ncc(Cl)c(C(=O)Nc2sc3c(c2C(=O)NC)CCCC3)n1,/,0%,/,/,-9%,/,-1.5%,-18%&32%,/
COc1ccc(-c2nc3c4ccccc4ccn3c2Cc2ccc(C)cc2)cc1OC,1%,/,-0.7,/,/,-3%,4.7%,13µM*,i
COCOCCn1cc(CN2CCS(=O)(=O)N(Cc3ccc(-c4ccc(F)cc4)cc3)C(CC(C)C)C2=O)nn1 (stereo not given),1%,/,0.3,/,/,13µM*,-3.8%,?,i
O=C(O)c1cccc(NCc2cccnc2)c1,2%,-7%,-3.5,0%,?,-1%,-0.1%,5%,i
Cc1nn(C)cc1C=NCCOCc1ccccc1,0%,-6%,-2.7,0%,11%,4%,-0.1%,1%,i
CCN1CCN(c2nc3c(c(=O)[nH]c(=O)n3C)n2CCCSc2ncccn2)CC1,17%,6%,-2.3,?,-1%,3%,-0.2%,0%,i
O=C(CCCO)c1ccc2c(c1)OCCO2,9%,2%,-2.3,/,29%,4%,0.0%,22%,i
O=C(Cn1c(=O)n(-c2ccccc2)c(=O)c2ccc(C(=O)NCc3ccc4c(c3)OCO4)cc21)Nc1ccc(F)cc1,/,0%,/,/,-10%,/,0.0%,6%,/
COc1ccc(S(=O)(=O)NCCc2nnc3ccc(SCc4cccnc4)nn23)cc1,4%,-1%,0.8,-1%,-1%,0%,-0.7%,?,i
CCn1nc(C)c(CNC(=O)c2cc(COc3ccc(C)nc3)on2)c1C,0%,-3%,-0.5,1%,23µM*,2%,0.3%,1%,i
COc1ccc(-c2cc(C3CCN(Cc4ccc([N+](=O)[O-])cc4)CC3)[nH]n2)cc1,23%,-6%,-4.8,3%,-24%,-11%,-0.5%,7%,i
O=[N+]([O-])c1ccc(Sc2ccc(Cl)c(Cl)c2)nc1,0%,1%,-3.3,2%,2%,-2%,0.6%,7%,i

The last two records of the section before are carried over, then new ones follow:
structure,EPAC2 agonist,A549 viability,CCT modulator,Mm-Cpn inhibitor,Nrf2 inh,EPAC2 antagonist,Nrf2 activator,TGFb SMAD3 inh,Akt phos inh
COc1ccc(-c2cc(C3CCN(Cc4ccc([N+](=O)[O-])cc4)CC3)[nH]n2)cc1,23%,-6%,-4.8,3%,-24%,-11%,-0.5%,7%,i
O=[N+]([O-])c1ccc(Sc2ccc(Cl)c(Cl)c2)nc1,0%,1%,-3.3,2%,2%,-2%,0.6%,7%,i
O=C(OCN1C(=O)c2ccccc2C1=O)c1ccc(Cl)nc1,9%,1%,-4.9,0%,-7%,3%,-0.5%,16%,i
O=C(CCc1nnc(CCCCc2ccccc2)o1)N1CCC(N2CCCC2)CC1,2%,1%,0.9,-1%,1%,5%,0.5%,1%,i
COC(=O)/C=C1\SC(=Nc2ccc(OC)cc2)NC1=O,-3%,-7%,-3.2,-6%,-22%,7%,-0.3%,-1%,i
Cc1nn(C)c2c1c(-c1ccccc1)cc(=O)n2Cc1c(F)cccc1Cl,/,20%,/,/,-2%,/,-0.7%,-1%,/
CCCn1c(SCC(=O)N(C)C2CCCCC2)n[nH]c1=O,8%,/,0.5,/,/,-7%,-0.4%,-8%,i
CCOC(=O)CN[C@H]1CCC2C3CC=C4C[C@@H](O)CC[C@]4(C)C3CC[C@@]21C (stereo not given in full),-7%,8%,0.8,-1%,8%,3%,0.1%,10%,i
CSc1nc2cc(Oc3cccc(Cl)c3Cl)c(Cl)cc2[nH]1,10%,-11%,1.1,3%,?,?,7.1%,?,i
O=C(NCc1ccc(Cl)cc1)c1ccc2nc[nH]c2c1,7%,6%,-1.5,1%,-4%,-5%,-0.4%,5%,i
COc1ccccc1NC(=O)/C(=C/c1cccc([N+](=O)[O-])c1)c1ccccc1,-3%,4%,1.7,-5%,-11%,7%,0.0%,-29%,i
O=C1Nc2ccc(S(=O)(=O)N3CCCCCC3)c3cccc1c23,0%,-4%,0.3,-1%,-6%,-16%,6.5%,-4%,i
CCN1CCN(CCOc2cccc(Cl)c2Cl)CC1,3%,10%,-0.7,-5%,11%,2%,0.2%,2%,i
Cc1ccccc1N1C(=O)CC(N2CCC(C(N)=O)CC2)C1=O (stereo not given),11%,1%,-1.9,0%,4%,-2%,0.2%,-5%,i
COc1ccc(CNc2nc3c(c(=O)n(Cc4ccc(Br)cc4)c(=O)n3C)n2C)cc1,8%,-25%,-5.3,?,18µM*,-4%[57.1 µM],-0.3%,-5%,i
COC(=O)c1c(NC(=O)C2CC=CCC2C(=O)O)sc2c1CCCCC2 (stereo not given),-4%,-3%,-3.1,0%,9%,4%,1.9%,15%,i
CCOc1ccc(NS(=O)(=O)c2cc3c4c(c2)C(C)C(=O)N4CCC3)cc1 (stereo not given),2%,-9%,3.4,4%,?,-11%,-0.3%,8%,i

Next section
structure,EPAC2 agonist,A549 viability,CCT modulator,Mm-Cpn inhibitor,Nrf2 inh,EPAC2 antagonist,Nrf2 activator,TGFb SMAD3 inh,Akt phos inh
Cc1ccc(OCCC(=O)OCC(=O)N2c3ccccc3NC(=O)C2(C)C)cc1,11%,17%,-1.5,1%,1%,-6%,0.2%,-2%,i
NC(Cc1ccc(C(F)(F)F)cc1)c1csc(NC(=O)Nc2ccccc2Cc2ccccc2)n1 (stereo not given),-6%,/,-0.3,/,/,-8%,-4.4%,3.2µM*,i
COc1ccc(CCNC(=O)c2csc3c2CCCC3)cc1OC,-3%,-2%,-4.4,0%,-21%,5%,0.5%,0%,i
CCCCCCCN1CCC(=O)N([C@H](CO)Cc2ccccc2)CC1,-4%,2%,1.0,-2%,0%,-1%,-0.6%,?,i
O=C(CNS(=O)(=O)c1ccccc1F)Nc1ccc(N2CCOCC2)cc1,3%,-2%,-2.7,0%,3%,5%,-0.7%,3%,i
CCCNS(=O)(=O)c1ccc(CCC(=O)Nc2ccc3c(c2)OCO3)cc1,-1%,-6%,-0.4,1%,?,-6%,-0.9%,2%,i
Cc1ccc(-c2nn(-c3ccccc3)cc2C=C2C(=O)CC(C)(C)CC2=O)cc1,6%,-1%,-6.1,-5%,?,-3%,8.3%,?,i
NC12CC3CC(C1)CC(CO)(C3)O2,1%,-8%,-2.6,-9%,-15%,9%,-0.6%,3%,i

High-throughput results: PubChem BioAssay, National Center for Advancing Translational Sciences (NCATS)
